GPR151 activ – human GPR151 activation; activation, % at 11.2 µM; Q8TDV0; AID 1508602; PathHunter beta-arrestin GPR151 cells, luminescence; hit rate 1% among 650,000; in the data active means activation above about 4.9%;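 further: 0% = median of compound wells and 100% = cells with positive control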
Target sequence (Q8TDV0 whole entry, looked up): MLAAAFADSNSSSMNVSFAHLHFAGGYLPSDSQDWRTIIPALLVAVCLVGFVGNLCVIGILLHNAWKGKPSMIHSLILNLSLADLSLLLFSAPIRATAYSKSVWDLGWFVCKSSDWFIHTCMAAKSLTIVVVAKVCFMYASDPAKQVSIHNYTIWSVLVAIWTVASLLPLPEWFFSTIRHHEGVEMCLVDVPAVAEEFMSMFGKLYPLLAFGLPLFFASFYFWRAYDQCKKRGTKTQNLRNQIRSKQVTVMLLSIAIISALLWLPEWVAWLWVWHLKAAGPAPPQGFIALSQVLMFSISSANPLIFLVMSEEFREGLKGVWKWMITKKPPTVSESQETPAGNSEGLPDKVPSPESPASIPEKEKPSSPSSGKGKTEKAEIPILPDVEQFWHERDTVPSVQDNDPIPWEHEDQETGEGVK
MITF inh – inhibitors of human MITF | O75030 | AlphaScreen MITF homodimerization, bead proximity signal | inhibition, % at 2.6 µM | hit rate 0.91% among 650,000 | AID 1259374; in the data active means inhibition above about 50%;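 further: 0% = vehicle wells with protein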
Target sequence (O75030 whole entry, looked up): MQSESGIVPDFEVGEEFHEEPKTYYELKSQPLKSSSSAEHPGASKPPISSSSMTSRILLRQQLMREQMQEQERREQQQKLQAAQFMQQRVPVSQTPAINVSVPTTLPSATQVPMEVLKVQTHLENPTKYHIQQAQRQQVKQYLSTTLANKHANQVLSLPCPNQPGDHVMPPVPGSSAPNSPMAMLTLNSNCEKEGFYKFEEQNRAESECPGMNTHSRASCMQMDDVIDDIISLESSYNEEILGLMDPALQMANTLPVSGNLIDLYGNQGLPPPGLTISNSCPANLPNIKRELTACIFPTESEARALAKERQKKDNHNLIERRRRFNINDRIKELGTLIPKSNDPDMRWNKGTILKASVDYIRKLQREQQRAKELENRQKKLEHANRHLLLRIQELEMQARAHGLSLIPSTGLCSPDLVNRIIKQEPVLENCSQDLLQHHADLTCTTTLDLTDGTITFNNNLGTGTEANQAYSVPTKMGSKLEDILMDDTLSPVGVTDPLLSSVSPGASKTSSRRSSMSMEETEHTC
TEAD-YAP block – TEAD-YAP interaction inhibition | inhibition, % at 9.12 µM | hit rate 1.4% among 640,000 | HEK-TIYL cells, TEAD-Gal4/YAP UAS-luciferase luminescence | AID 1259422; in the data active means inhibition above about 32%;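 further: 0% = median of test compound wells and 100% = reference inhibitor wells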
FBW7 activator – human FBW7 E3 ligase activation, primary screen. Q969H0. AlphaScreen FBW7–phospho-cyclin E peptide binding, activator screen. normalized activity (activation), % at 26.1 µM. hit rate 0.13% among 650,000; in the data active means normalized activity above about 1.9%;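 further: purified mutant Fbw7 with reduced substrate affinity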
* marks the source's active call; other numbers are inactive results; i = inactive.

nr	Molecule	MITF inh	TEAD-YAP block	FBW7 activator	GPR151 activ
1	CCOC(=O)c1nc(NCC(C)O)c2ccccc2n1 (stereo not given)	9	-4	-0.1	2.9
2	C[C@@H]1CN(C(=O)C2CC23CCN(C/C=C/c2ccc(N(C)C)cc2)CC3)C[C@H](C)O1 (stereo not given in full)	14	9	-0.1	-1.4
3	COc1ccc(-c2c(C(F)(F)F)oc3cc(O)cc(O)c3c2=O)cc1OC	18	1	0.1	0.4
4	COc1ccc(NC(=O)Cn2cnc3sc(C(=O)N4CCCCCC4)c(C)c3c2=O)cc1	4	-12	-0.1	0.7
5	O=C(/C=C/c1ccccc1)NC1CC1	2	-27	0.0	-2.2
6	C=CCN1C(=O)/C(=c2\sc3n(c2=O)C(c2ccc(OC)cc2)C(C(=O)OC)=C(C)N=3)c2ccccc21 (stereo not given)	6	8	0.0	0.0
7	COc1ccc(NC2CC(=O)N(C)C2=O)cc1 (stereo not given)	-6	4	0.1	-0.3
8	O=C(COC(=O)CN1C(=O)c2ccccc2C1=O)Nc1ncc(C(F)(F)F)cc1Cl	3	-5	0.0	2.1
9	COc1cccc(NC(=O)/C=C/c2c(F)cccc2Cl)c1	34	-28	0.5	-7.1
10	CCc1cccc(OCc2cc([N+](=O)[O-])cc3c2OCOC3)c1	6	-3	-0.1	-0.3
11	COc1cc(N)c(Cl)cc1C(=O)OCC(=O)NCC1CCCCC1	1	-1	0.0	1.4
12	O=C(CSc1nnc(-c2ccccc2Cl)o1)NCc1ccccc1	-10	-1	0.2	-0.6
13	CC1=C(C(=O)Nc2ccccc2C(F)(F)F)C(c2ccc(N(C)C)cc2)C2=C(CC(c3ccccc3)CC2=O)N1 (stereo not given)	-1	12	-0.1	1.0
14	Cc1cc(C)n(CC(O)COc2ccc(F)cc2)n1 (stereo not given)	i	6	0.0	-0.6
15	CCCC(C)C(=O)Nc1ccccc1C(=O)OCC (stereo not given)	-2	-5	-0.1	-1.7
16	Clc1ccc(-c2cnc3ccc(NCc4cccs4)nn23)cc1	4	-4	-0.2	-0.3
17	COC(=O)c1cc(C(=O)OC)cc(N2C(=O)c3cccc(N)c3C2=O)c1	9	1	0.0	0.7
18	Cc1cccc(NC(=O)CSc2nnc3n(N)cnn23)n1	4	3	0.1	0.9
19	O=C(NNC(=S)Nc1ccccc1)C(=O)NNC(=S)Nc1ccccc1	79*	-4	-1.0	-0.3
20	CCOC(=O)c1cc2occc2n1CC(=O)N(C(C)C)C(C)C	11	11	-0.3	0.1
21	CSCCC(NC(=O)c1ccccc1)C(=O)OCC(=O)Nc1cccc2ccccc12 (stereo not given)	16	23	0.7	-0.6
22	Cc1ccc2nc(SCC(=O)Nc3ccccc3C(=O)O)[nH]c2c1	19	-12	0.1	-1.3
23	O=C(CN1C(=O)c2ccccc2C1=O)Nc1ccccc1-c1nc2ccccc2[nH]1	11	-3	-0.2	1.5
24	Cn1nc2c(c1NC(=O)CCc1ccccc1)CCC2	-2	14	-0.1	0.1
25	O=C(O)c1ccc(F)c(S(=O)(=O)N2CCCC2)c1	-4	-4	-0.2	-1.0
26	COc1cccc(C2c3c(oc4ccc(C)cc4c3=O)C(=O)N2CCN2CCOCC2)c1 (stereo not given)	-6	-18	0.2	1.0
27	COc1ccccc1CNC(=O)Cn1ncc2ccc(Cl)cc21	11	-35	0.8	-1.7
28	CC1(C)CC(=O)c2cnc(NC(=O)CSc3ccc(Cl)cc3)nc2C1	11	13	0.0	0.3
29	CCN1CCCC1CNS(=O)(=O)c1cc(C(N)=O)ccc1OC (stereo not given)	4	-16	0.6	3.3
30	Cn1c(-c2cccc([N+](=O)[O-])c2)cnc1NCc1cccc(F)c1	52*	-11	-0.1	0.1
31	O=C1c2ccc(Oc3ccc(Nc4ncnc5sc6c(c45)CCCC6)cc3)cc2C(=O)N1Cc1ccco1	9	5	0.0	-0.3
32	COc1cccc(-n2c(N)c(C(=O)Nc3cc(OC)ccc3OC)sc2=S)c1	-1	2	0.0	-0.5
33	O=[N+]([O-])c1cccc(/C=N/Nc2ccc3ccccc3n2)c1	-3	-19	-0.1	0.1
34	CCCN(CCC)c1ncnc2c1c(-c1ccccc1)cn2-c1ccc(C)cc1	11	-2	0.6	-0.4
35	Cc1cc(N(CC(N)=O)S(C)(=O)=O)ccc1Br	4	1	0.1	-0.1
36	Cc1cc(C)c2nc(N=C(N)N)nc(C)c2c1	0	-6	1.9*	0.4
37	COC(=O)c1ccc(NC(=O)/C=C/c2ccccc2)cc1	21	-51	0.1	-1.0
38	Cc1[nH]c2ccccc2c1CCNC(=O)C1CCCN(c2nc3ccccc3n2C)C1 (stereo not given)	-12	-1	-0.2	0.2
39	O=C(Oc1ccccc1[N+](=O)[O-])c1ccc(F)cc1	9	6	-0.1	5.9*
40	COc1cc(/C=C2/SC(=Nc3cccc(C)c3)NC2=O)ccc1OCc1ccccc1C#N	1	18	-0.1	0.3
41	O=C(NC1CCCC1)c1cc(Sc2ccc(Cl)cc2)nc2ccccc12	11	3	0.1	1.8
42	COc1cccc2cc(C(=O)Nc3ccccc3-n3cccc3)c(=O)oc12	2	-4	-0.1	0.9
43	CC1CN(CCNC(=O)C(c2cccnc2)N2CCCC2)Cc2ccccc2O1 (stereo not given)	17	3	0.0	1.1
44	COC(=O)c1ccc(-c2ccco2)n1CC(=O)O	17	-6	0.0	-0.6
45	CCOc1ccc(CNC(=O)CCn2c(=O)oc3ccccc32)cc1	-6	-3	-0.1	-0.1

In a second layout: results already given
#39 O=C(Oc1ccccc1[N+](=O)[O-])c1ccc(F)cc1
#32 COc1cccc(-n2c(N)c(C(=O)Nc3cc(OC)ccc3OC)sc2=S)c1
assay / compound | 39 | 32
MITF inh | 9 | -1
TEAD-YAP block | 6 | 2
FBW7 activator | -0.1 | 0.0
GPR151 activ | 5.9* | -0.5

Six entries from above, reformatted.
12. O=C(CSc1nnc(-c2ccccc2Cl)o1)NCc1ccccc1
13. CC1=C(C(=O)Nc2ccccc2C(F)(F)F)C(c2ccc(N(C)C)cc2)C2=C(CC(c3ccccc3)CC2=O)N1 (stereo not given)
14. Cc1cc(C)n(CC(O)COc2ccc(F)cc2)n1 (stereo not given)
15. CCCC(C)C(=O)Nc1ccccc1C(=O)OCC (stereo not given)
16. Clc1ccc(-c2cnc3ccc(NCc4cccs4)nn23)cc1
17. COC(=O)c1cc(C(=O)OC)cc(N2C(=O)c3cccc(N)c3C2=O)c1

Compound	12	13	14	15	16	17
MITF inh	-10	-1	i	-2	4	9
TEAD-YAP block	-1	12	6	-5	-4	1
FBW7 activator	0.2	-0.1	0.0	-0.1	-0.2	0.0
GPR151 activ	-0.6	1.0	-0.6	-1.7	-0.3	0.7

Seven compounds drawn at random from the list so far:
nr	Molecule	MITF inh	TEAD-YAP block	FBW7 activator	GPR151 activ
45	CCOc1ccc(CNC(=O)CCn2c(=O)oc3ccccc32)cc1	-6	-3	-0.1	-0.1
39	O=C(Oc1ccccc1[N+](=O)[O-])c1ccc(F)cc1	9	6	-0.1	5.9*
32	COc1cccc(-n2c(N)c(C(=O)Nc3cc(OC)ccc3OC)sc2=S)c1	-1	2	0.0	-0.5
35	Cc1cc(N(CC(N)=O)S(C)(=O)=O)ccc1Br	4	1	0.1	-0.1
44	COC(=O)c1ccc(-c2ccco2)n1CC(=O)O	17	-6	0.0	-0.6
40	COc1cc(/C=C2/SC(=Nc3cccc(C)c3)NC2=O)ccc1OCc1ccccc1C#N	1	18	-0.1	0.3
31	O=C1c2ccc(Oc3ccc(Nc4ncnc5sc6c(c45)CCCC6)cc3)cc2C(=O)N1Cc1ccco1	9	5	0.0	-0.3

Additional structures
nr	Molecule	MITF inh	TEAD-YAP block	FBW7 activator	GPR151 activ
46	O=C1NC(=O)N(c2ccc(OCc3ccccc3)cc2)C(=O)/C1=C\c1cccc(O)c1	9	-8	0.6	-0.5
47	Cc1ccc2c(c1)N(CC(=O)O)C(=O)C(C)O2 (stereo not given)	4	1	-0.2	-0.4
48	O=C(CNc1ccc(F)cc1)N/N=C/c1ccc(Cl)cc1	-3	-2	0.0	0.1
49	Cc1ccc(-c2noc(C3CCN(S(=O)(=O)c4ccc(C)cc4)CC3)n2)cc1	-11	6	-0.1	0.5
50	Nc1cccc(C(=O)CC2(O)C(=O)N(Cc3cccc4ccccc34)c3ccccc32)c1 (stereo not given)	2	-4	-0.1	-0.8
51	CN(CC(=O)NC1CCCCCC1)S(=O)(=O)c1ccc(Br)s1	-9	-1	0.0	1.4
52	CCC(C)c1ccc(O[C@@H]2O[C@@H]3COC(c4ccccc4)O[C@H]3[C@H](O)[C@H]2NC(C)=O)cc1 (stereo not given in full)	12	0	-0.1	-1.4
53	O=c1[nH]c(=S)[nH]c(O)c1C=Nc1ccccc1I	6	7	0.2	-0.2
54	O=C1COc2cc(S(=O)(=O)CCC(=O)N3CCCCC3)ccc2N1	-2	-8	-0.1	-0.8
55	CCOC(=O)C1=C(C)N=c2s/c(=C\c3ccc(OCc4ccc(Cl)cc4)cc3)c(=O)n2C1c1ccc(SC)cc1 (stereo not given)	3	-1	0.0	0.1
56	CC(C)N(CC(N)=O)C(=O)/C=C/c1ccc(Cl)c(Cl)c1	13	3	0.4	1.8
57	Cc1ccc2cc(C)c(NCCNC(=O)C(C)C)nc2c1	7	-12	0.8	-0.4
58	CCC(C)(C(=O)NC1CCCC1)N(C(=O)CNC(=O)c1ccccc1)c1ccccc1 (stereo not given)	-2	5	-0.1	-1.0
59	CCOC(=O)c1ccc(-c2ccc(/C=C3\SC(=Nc4ccccc4)N(C4CCCCC4)C3=O)o2)cc1	-2	2	0.0	2.8
60	Cc1ccc(N2C(=O)CN(S(C)(=O)=O)CC2(C)C(=O)NC2CCCCCCC2)cc1C (stereo not given)	10	4	0.0	-1.3
61	C=CCn1c(SCCN2CCOCC2)nc2c1c(=O)[nH]c(=O)n2C	-3	7	0.2	1.1
62	COc1cc2c(cc1OC)CN(S(=O)(=O)c1c(C)nn(C)c1C)CC2	8	-7	-0.2	1.0
63	CC(=O)c1sc(=Nc2ccccc2C)n(CCCN2CCOCC2)c1C	-12	-6	-0.1	-1.5
64	CC(C)C(=O)Nc1ccc(-c2nc3ncccc3o2)cc1	8	-5	0.0	-1.7
65	COc1cc(C2C3=C(CCCC3=O)N(C)C3=C2C(=O)CCC3)cc(Cl)c1OC	5	2	-0.2	0.7
66	Cc1ccc(/C=c2\sc3n(c2=O)CN(c2cccc([N+](=O)[O-])c2)CN=3)o1	10	17	0.0	-0.9
67	CS(=O)(=O)Nc1ccc(C(=O)NC2CC3CCC2C3)cc1 (stereo not given)	7	-14	0.1	-0.9
68	O=C(Cn1c(=S)[nH]c2ncccc2c1=O)N1CCN(c2ccc([N+](=O)[O-])cc2)CC1	2	8	0.5	0.1
69	O=S(=O)(NC1CC1)c1ccc(S(=O)(=O)N2CCCc3ccccc32)cc1	20	4	-0.1	0.5
70	CN1C(=O)c2ccccc2C(C(=O)NC2CCCCCC2)C1c1cccs1 (stereo not given)	11	-14	0.1	-0.5
71	C#CCN1C(=O)S/C(=C/c2ccc(C(=O)OC)cc2)C1=O	-6	2	0.1	5.9*
72	O=C(C1CCCC1)N1CCc2ccc(NS(=O)(=O)c3ccc4c(c3)OCCO4)cc21	-2	8	0.0	-0.4
73	CCN(CC)c1ccc(C=Nc2ccccc2C(N)=O)c(O)c1	-14	10	-0.2	-0.6
74	CC(=O)CC(=O)c1c(C)cc(C)cc1C	10	2	1.3	-0.3
75	COc1cc(CN2CCNC(=O)C2CC(=O)N2CCOCC2)cc(OC)c1 (stereo not given)	7	4	0.1	-0.6
76	CC(=O)c1[nH]c(C)c(C(=O)NCc2cccnc2)c1C	-1	-2	0.1	0.9
77	O=C(Cn1nnc(-c2ccc(F)cc2)n1)NCc1cccs1	6	2	0.4	-0.7
78	COc1ccc(N=C2SC(C(=O)Nc3ccc(OC)cc3)CC(=O)N2CCc2ccc(OC)c(OC)c2)cc1 (stereo not given)	0	5	0.1	-1.2
79	COc1ccc(OC)c(/C=C2\SC(N3CCCC3)=NC2=O)c1	16	7	-0.1	0.2
80	Cc1cc(C(=O)NC2CCN(C)CC2)cs1	9	-4	0.0	1.1

Source: PubChem BioAssay
